# HSF1 inh – HSF1 inhibitors in luciferase reporter cells, primary screen, cell-based, NIH3T3, luminescence. actives 0.77% (n = 300,000). activity change, negative = inhibition, % at 7.5 µM (by protocol). AID 2098, 2009. NIH3T3-HGL HSE-luciferase, MG132-induced, luminescence 8 h; stronger effect = lower value;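 active means more than half of replicate wells show activity change below -50%, luminescence cut by over half; inconclusive means some wells, but at most half, below -50%; inactive means no replicate well below -50%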;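 further: luciferase reports HSF-1 transcriptional activity via heat shock element; 0% = median of DMSO wells and -100% = zero luminescence signal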
# aSyn 5UTR inh – MLPCN primary screen, SNCA 5' untranslated region | alpha-synuclein 5'UTR reporter, inhibitor activity | inhibition, % (tested at 7.5 µM) | actives 0.82% (n = 300,000) | AID 1813, 2009; in the data active means inhibition above about 60%; inconclusive means no clear call, values can overlap the other calls;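 further: H4 neuroglioblastoma cells stably carrying SNCA 5'UTR luciferase fusion; 0% = DMSO wells and 100% = positive control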
# GSK3beta inhib – human GSK3beta kinase inhibitors, primary screen, biochemical, cell-free homogeneous, HTS; Glycogen synthase kinase-3 beta (Homo sapiens), P49841; GST-GSK3beta kinase, ADP-Glo luminescence, 60 min; stronger effect = lower value; activity score (negative = inhibition), % at 10 µM; actives 0.038% (n = 300,000); AID 2097, 2009;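 active means more than half of replicate wells score below -50%, meaning over 50% inhibition versus plate controls; inconclusive means some replicates but at most half score below -50%; inactive means no replicate scores below -50%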;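 further: 0% = median DMSO wells and -100% = median GW8510 positive control wells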
# Target sequence (P49841 whole entry, looked up): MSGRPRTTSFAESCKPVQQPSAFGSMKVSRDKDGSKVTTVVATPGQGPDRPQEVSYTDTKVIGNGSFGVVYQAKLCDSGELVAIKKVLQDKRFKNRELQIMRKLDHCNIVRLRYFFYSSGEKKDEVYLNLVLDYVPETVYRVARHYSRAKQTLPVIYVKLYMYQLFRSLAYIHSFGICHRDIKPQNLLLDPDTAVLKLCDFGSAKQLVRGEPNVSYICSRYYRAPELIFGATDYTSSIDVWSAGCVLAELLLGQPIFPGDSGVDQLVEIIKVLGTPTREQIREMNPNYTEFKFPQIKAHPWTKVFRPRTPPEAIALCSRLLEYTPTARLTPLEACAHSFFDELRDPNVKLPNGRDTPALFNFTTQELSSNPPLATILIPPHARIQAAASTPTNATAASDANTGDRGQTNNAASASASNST
#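 Test system: GST-tagged human GSK3beta kinase, cell-free; evaluation: activity score scaled between in-plate DMSO and GW8510 controls; measured by: ADP-Glo luminescence; incubation: 60 min reaction, RT; benchmarks: DMSO and 20 µM GW8510; reagent: peptide substrate plus 25 µM ATP (final); medium: Tris/MgCl2 kinase buffer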
# HSP90 inh – HSP90 inhibitors, primary screen, cell lysate, luminescence; Rabbit reticulocyte lysate, luciferase refolding luminescence, 3 h; inhibition, % at 5.6 µM; actives 0.91% (n = 290,000); AID 1789, 2009;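 active means inhibition above the screen-wide mean plus 3 SD, computed separately per campaign, cut at about 16% in these data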;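 further: 0% = DMSO wells and 100% = 60 µM geldanamycin wells; inhibitors lower the luminescence because luciferase stays unfolded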
# Platelet DG rel – inhibitors of platelet dense granule secretion, primary screen, cell-based, MLPCN, human platelets. human platelet-rich plasma, SFLLRN dense granule ATP release, luminescence. inhibition, %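 (compounds screened at 7.5 µM in platelet-rich plasma)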. actives 0.22% (n = 300,000). AID 1663, 2009;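 active means mean replicate score, as percent of positive control, at or above 50; inconclusive means mean below 50 but at least one replicate at or above 50; inactive means mean and every replicate below 50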
# KLF5 inh – KLF5 expression inhibitors, primary screen, DLD-1 cells, luminescence; DLD-1 KLF5 promoter-luciferase reporter; inhibition, % at 5 µM; actives 0.23% (n = 290,000); AID 1700, 2009;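 active means inhibition above a per-plate limit of that plate's mean compound inhibition plus 3 SD, cut at about 60% in these data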;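 further: 0% = DMSO wells and 100% = LY294002 at 200 µM; higher means less KLF5 promoter-driven luciferase light; inactives centre near -14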
# HSF-1 act – HSF-1 activators, primary screen, NIH3T3-HGL cells, MG132 stress, luminescence, single point | NIH3T3-HGL HSF-1 luciferase reporter, 8 h; 100% = twice DMSO control signal | activation, % at 9 µM | actives 1.7% (n = 300,000) | AID 504408, 2011;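 active means mean replicate activation of at least 50% with a set share of replicates each reaching 50%; inconclusive means only one of those two conditions met; inactive means mean below 50% and too few replicates reaching it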;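 further: 0% = median of the neutral control wells and 100% = twice that signal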
# GSK3A inh – blockers of GSK3A enzyme activity – biochemical, luminescence, cell-free homogeneous, HTS, primary screen. GSK-3 alpha kinase, ADP-Glo luminescence, 60 min. Glycogen synthase kinase-3 alpha (Homo sapiens), P49840. inhibition, % at 10 µM. actives 0.1% (n = 320,000);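 in the data active means inhibition above about 50%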;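 further: GST-tagged GSK-3 alpha with peptide substrate and 25 µM ATP; 0% = DMSO neutral wells and 100% = GW8510 positive control wells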
# Target sequence (P49840 whole entry, looked up): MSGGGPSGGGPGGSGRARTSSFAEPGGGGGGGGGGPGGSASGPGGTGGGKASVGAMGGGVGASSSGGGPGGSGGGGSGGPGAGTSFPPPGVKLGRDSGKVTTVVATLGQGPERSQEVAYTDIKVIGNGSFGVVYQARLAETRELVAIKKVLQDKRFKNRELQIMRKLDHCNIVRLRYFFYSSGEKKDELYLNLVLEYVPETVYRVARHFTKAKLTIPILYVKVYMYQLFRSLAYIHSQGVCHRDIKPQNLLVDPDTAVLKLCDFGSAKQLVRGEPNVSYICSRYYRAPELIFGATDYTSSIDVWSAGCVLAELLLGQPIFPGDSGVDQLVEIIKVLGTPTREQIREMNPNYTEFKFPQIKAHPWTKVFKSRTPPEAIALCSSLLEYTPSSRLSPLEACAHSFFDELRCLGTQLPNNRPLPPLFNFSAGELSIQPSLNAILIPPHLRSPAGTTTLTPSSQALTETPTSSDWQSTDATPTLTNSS
# IEC-6 cytotox – cytotoxicity in IEC-6 intestinal epithelial cells, primary screen, cytotoxicity control for KLF5 inhibitor project, cell-based, luminescence; IEC-6 cytotoxicity, luminescence viability; inhibition, % at 5 µM; actives 0.78% (n = 290,000); AID 1825, 2009; in the data active means inhibition above about 22%;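 further: 0% = plate median of test compound wells and 100% = cytotoxic reference compound wells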
# Dyrk1A ADPGlo – rat Dyrk1A kinase inhibitors, primary screen, biochemical, single point, plate reader; AID 504441, 2011; actives 0.43% (n = 310,000); inhibition, % at 12.5 µM; Dual specificity tyrosine-phosphorylation-regulated kinase 1A (Rattus norvegicus), Q63470; ADP-Glo luminescence, NFATc1 peptide; in the data active means inhibition above about 50%;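 further: plate controls were vehicle with enzyme for no effect and no enzyme for full effect; many of its hits are not listed in these tables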
# * hit, by the source's call; ? = inconclusive; nt = no result given. A portion of the library; rates above refer to the full screens.
SMILES,HSF1 inh,aSyn 5UTR inh,GSK3beta inhib,HSP90 inh,Platelet DG rel,KLF5 inh,HSF-1 act,GSK3A inh,IEC-6 cytotox,Dyrk1A ADPGlo
C=CCON/C(CCC)=C1\C(=O)CC(C)(C)CC1=NC,-7,-18,-3,0,-6,0,13,1,2,1
COc1ccc(CC(=O)NCc2csc(-c3cccs3)n2)cc1OC,4,3,0,-1,-13,-19,2,-1,-4,nt
COCCOC(=O)c1c(C)oc2ccc(OC(=O)c3ccc4c(c3)OCO4)cc12,-12,3,-1,0,2,-19,-1,-2,2,1
O=C(Nc1ccccn1)c1ccc2ccccc2n1,37,-44,0,5,6,-11,74*,2,5,10
COc1cccc(OCCCN2CCCCCC2)c1,2,-4,7,-2,5,-22,0,nt,-3,-6
CCN1CCN(Cc2ccc(NC(=O)c3ccc(C)c(NC(=O)c4csc(-c5ccncc5)n4)c3)cc2C(F)(F)F)CC1,-15,8,-1,nt,8,nt,-28,1,nt,68*
Cc1ccccc1/C=N\NC(=O)c1csnn1,13,-18,0,-1,9,-96,26,-4,5,1
CCN(CC(=O)NCc1cccs1)C(=O)c1ccc(NS(=O)(=O)c2ccc(F)cc2)cc1,3,2,-2,nt,-5,nt,5,-2,nt,-7
CSc1nnc([C@@H]2CCCN2C(=O)OC(C)(C)C)o1,-3,5,-3,3,-4,4,-1,-1,-7,nt
CCOC(=O)N1CCC2(CC1)C(C#N)=C(N)Oc1c2sc2nc(C)cc(C)c12,5,-15,-1,0,1,2,9,0,-6,0
O=C(Nc1nnc(COc2ccc(Cl)cc2)s1)c1ccc([N+](=O)[O-])cc1,5,23,0,-4,0,-15,-2,-7,-4,0
CCOC(=O)N/N=C/c1cn(Cc2ccccc2Cl)c2ccccc12,0,?,-2,0,0,1,-4,0,5,6
O=C(Nc1cccc(O)c1)C(Cc1ccccc1)N1C(=O)c2cccc3cccc(c23)C1=O (stereo unspecified),12,3,0,-2,0,7,34,-10,6,-1
O=Cc1cn(-c2ccccc2)nc1-c1cc2ccccc2oc1=O,-1,15,4,2,42,-19,-2,0,-6,-2
CC1CCCN(C(=O)CSCC(=O)N=c2sc3ccccc3n2C)C1 (stereo unspecified),2,-8,3,6,1,13,11,1,-4,0
COc1cc2nc(CN3CCN(C(C)=O)CC3)[nH]c(=O)c2cc1OC,5,-7,-1,-5,-10,-24,11,-8,-10,0
CCOC(=O)NC(=O)/C(N=Nc1cc(C)cc(C)c1)=C(\C)O,-23,-19,-1,4,7,-46,-38,-4,7,-2
O=C(Cc1ccccc1)N1CCN(c2ccc([N+](=O)[O-])cc2)CC1,3,-2,4,-1,2,-15,3,-1,-4,-2
CCOc1ccc2c(c1)c1nc3ccccc3nc1n2C,8,-45,-5,-2,0,-33,17,0,8,-6
COc1ccc(OC)c(-c2[nH]nc3c2C(c2ccco2)C(C#N)=C(N)O3)c1 (stereo unspecified),13,-1,-19,-1,14,4,29,16,0,-1
CCOC(=O)CNC(=S)N(CCCN1CCCCCC1)Cc1cccs1,2,7,-5,3,17,-24,35,-2,6,-4
O=S1(=O)C=C(N2CCCCC2)c2ccccc21,-6,-11,3,7,-1,-18,-6,-1,4,-2
CN(C)c1ccc(C(=O)C(O)c2ccccc2)cc1 (stereo unspecified),3,-13,-5,0,10,-9,-4,5,5,-1
Clc1cccc(N2CCN(Cc3nnc(-c4ccccc4)o3)CC2)c1,-8,-7,-4,-2,-2,-15,-12,-3,1,7
O=C1N=C(N2CCCCC2)S/C1=C\c1cn[nH]c1-c1ccccc1,4,-78,-2,-5,-46,-22,30,-1,-4,nt
C=CCNC(=S)N1CCN(C2CCCCC2)CC1,nt,-14,2,-1,-2,-18,nt,1,2,-8
FC(F)(F)Oc1ccc(Nc2nc(N3CCOCC3)nc(N3CCOCC3)n2)cc1,-2,-29,-1,-3,9,-45,11,0,-3,4
Cc1onc(-c2ccccc2Cl)c1C(=O)N1CCCCC1,-4,-6,1,-2,6,-20,6,-2,-3,-5
CCSc1nnc(NC(=O)C(C)(C(F)(F)F)C(F)(F)F)s1,-7,-6,1,-2,2,-3,-6,0,-2,4
NS(=O)(=O)c1ccc(CCNC(=O)CSc2ncnc3ccccc23)cc1,6,-16,-1,4,-3,-23,-13,-2,7,1
Cc1nn(Cc2cccc(F)c2)c(C)c1NC(=O)c1ccc(COc2ccccc2Cl)cc1,28,69*,2,1,4,-32,50,0,-1,-2
Cc1ccc(C=C2C(=O)c3ccccc3C2=O)o1,-2,-25,-2,2,30,-25,-10,1,-1,0
CC(C)(C)C1CCC(C(=O)NCCc2ccc(S(N)(=O)=O)cc2)CC1 (stereo unspecified),-1,2,3,5,-16,-17,27,3,2,2
COc1ccc(S(=O)(=O)Nc2ccccc2C(=O)N2CCOCC2)cc1C,2,16,2,0,-21,0,3,3,-3,1
COc1cc(/C=C/CN2CCC(Oc3ccc(C(=O)N4CCCC4)cc3)CC2)ccc1O,-1,-1,1,4,3,-2,6,nt,1,1
CC(C)c1cc(N=NC(N)=O)cc(C(C)C)c1O,-3,-2,-1,-5,-2,-5,0,1,-5,-28
O=C(CCCN1C(=O)c2ccccc2C1=O)NCc1ccc(F)cc1,1,2,-2,3,-5,-24,3,2,-2,4
CC(=O)N(C)c1ccc(NC(=O)Nc2ccc(Cl)cc2)cc1,11,-135,0,nt,0,nt,19,3,nt,nt
COc1cccc(C(=O)NCc2cn3ccsc3n2)c1,3,-11,0,0,1,-43,1,0,0,1
CCCOc1ccc(CCC(=O)O)cc1,-1,2,-1,4,8,-8,-5,-1,7,-2
COc1nc(/C=C/N(C)C)c([N+](=O)[O-])c(OC)n1,6,22,-2,6,3,-30,-15,2,8,nt
CCC(C)c1ccccc1NC(=O)CN(C)CC(=O)Nc1ccccc1SC (stereo unspecified),2,-15,1,-3,-16,-21,14,0,1,-6
CCc1ccc(NC(=O)C2=CC(c3cccs3)=NS(=O)(=O)N2C)cc1,-21,33,2,1,17,-12,-17,0,15,7
Cc1cc(C)cc(NC(=O)NC(C)C2CCCO2)c1 (stereo unspecified),4,-15,-3,-2,10,-16,-7,nt,-5,0
Cc1ccc(NC2=NC(c3ccccc3)n3c(nc(C)cc3=O)N2)cc1 (stereo unspecified),-3,-13,0,0,0,-32,11,-4,1,-4
Cn1c(SCc2ccccc2)nnc1-c1ccc(O)cc1,10,-76,-9,6,-2,-54,0,6,9,nt
CCOC(=O)C1CCN(C(=O)COc2ccc(S(=O)(=O)NC(C)C)cc2)CC1,-3,-18,-1,-3,2,-6,1,-3,1,0
Cc1nnc(SCC(=O)N(C)c2ccccc2)n1-n1cccc1,-3,10,0,nt,11,nt,-7,-2,nt,0
NC(=O)C1CCN(c2oc(/C=C/c3ccccc3)nc2S(=O)(=O)c2ccccc2)CC1,-3,19,0,2,6,3,2,-4,5,3
CC(=O)Nc1nc(SCC(=O)Nc2nnc(C)s2)[nH]c(=O)c1NC(=O)c1cccs1,-2,-4,5,0,-4,-17,9,1,0,-4
CC1(C)CC(=O)C(CC2C(=O)CC(C)(C)CC2=O)C(=O)C1,-6,nt,0,4,-3,-16,7,-4,-1,-2
CN(C)CCC(O)(c1ccccc1)c1ccccc1,-3,12,0,2,5,-29,2,-4,3,3
COc1ccc(-c2csc(NC(=O)c3ccccc3C(=O)O)n2)cc1,-7,10,3,1,4,-35,7,-6,1,2
Cc1cccc(N2C(=O)CC(Sc3ncn[nH]3)C2=O)c1 (stereo unspecified),-12,-6,-1,1,-4,-32,-3,-2,-10,-3
COCCC(=O)N1CCC(Oc2ccc(C(=O)N3CCCC(COC)C3)cc2)CC1 (stereo unspecified),-7,-1,-6,3,5,-24,-12,nt,5,-4
CCCCC(=O)Nc1cccn2ncnc12,-7,-4,3,1,0,-7,-7,-1,0,-2
Cc1ccccc1OCc1nnc(SCC(=O)N2c3ccccc3Sc3ccc(Cl)cc32)o1,3,30,-5,2,-2,-7,12,-1,2,nt
Cc1cccc(OCc2nc(C#N)c(NCCN(C)C)o2)c1,5,5,1,-1,3,-11,6,-3,0,-3
COC(=O)c1sc(C(C)(C)C)cc1CSc1ccccc1,2,5,1,13,2,2,-1,-1,5,nt
N#Cc1cccc(NC(=O)Cn2cnc(S(=O)(=O)N3CCc4ccccc43)c2)c1,-4,7,-7,1,-12,-2,-9,-1,-2,3

# (further entries)
SMILES,HSF1 inh,aSyn 5UTR inh,GSK3beta inhib,HSP90 inh,Platelet DG rel,KLF5 inh,HSF-1 act,GSK3A inh,IEC-6 cytotox,Dyrk1A ADPGlo
O=C(N/N=C/c1ccc(OCc2ccccc2)cc1)c1ccc(O)cc1,19,-71,0,2,13,-60,30,-1,5,1
CSc1nc(C)nc(C2CC2)c1C#N,-7,-12,0,3,-4,-2,-1,3,1,nt
OCC[C@@H]1C[C@H](O)[C@@H](O)[C@]2(Cc3ccccc3CCO2)O1,-6,3,1,0,-11,-21,-25,-3,0,4
Cc1ccccc1NCC(=O)N/N=C/c1c[nH]c2ccccc12,-16,-41,2,0,12,-4,9,-1,5,13
COc1cccc(-n2cc(CNCc3c(C(=O)N(C)C)nc4ccc(Cl)cn34)cn2)c1,-3,-8,-2,-2,27,-16,4,-1,-3,5
CCN1C(=O)C2(C(C(=O)c3cc4ccccc4o3)=C(O)C(=O)N2CCCN(C)C)c2ccccc21 (stereo unspecified),1,6,-2,0,-2,-7,11,-15,-12,nt
COc1cc(C(C#N)N2CCOCC2)ccc1O (stereo unspecified),nt,nt,nt,1,nt,-28,nt,-1,-3,2
COc1ccc(S(=O)(=O)NCCc2cn3nc(C)c(C)nc3n2)cc1C,-2,6,0,0,11,-22,-13,-1,1,0
O=C(NCc1ccc2c(c1)OCO2)c1cc(F)c(F)cc1Cl,4,-40,2,-5,17,-36,0,-2,-4,5
NS(=O)(=O)c1ccc(CCNC(=O)COC(=O)C2CCC2)cc1,-5,-4,2,6,-11,-28,6,0,4,-1
Cc1ccc(S(=O)(=O)CCC(=O)OCC(=O)c2c(C)[nH]c3ccccc23)cc1,-8,14,2,-3,-1,0,-1,-3,-8,-8
Cc1ccc(C(=O)N2CCN(S(=O)(=O)c3ccccc3)CC2)s1,-3,-9,-4,nt,11,nt,-8,-2,nt,14
CCOc1ccccc1NC(=O)NC1CCN(CC(=O)Nc2ccc3c(c2)OCCO3)CC1,-1,-12,-1,5,2,-10,5,-1,6,1
